Compound activity (PubChem)
anti-Giardia = anti-Giardia activity of synthetic compounds – Compounds Australia Scaffold Library subset, 24/48 h, primary screen (AID 1794835) | hits give high values | inhibition, % at 10 µM | 2,500 compounds, 2% hits; in the data active = inhibition mostly above about 45%, no sharp cut-off; inactive = mostly below about 37%;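 also: 0% = parasite counts in DMSO vehicle wells; trophozoite growth inhibition read by imaging counts at 24 h; calls made by hand needing about 50% inhibition in two separate runs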
* = called active by the depositor; i = inactive.

SMILES	anti-Giardia
CCn1c(=O)c2ccnn2c2ccc(C(=O)NCCc3nc4ccccc4n3C)cc21	i
Fc1cccc(-n2ccc(CN3CCCC3Cn3cncn3)n2)c1 (stereo unspecified)	i
CCC1c2ccsc2CCN1C(=O)C1CCN(S(=O)(=O)c2ccc(Cl)c([N+](=O)[O-])c2)CC1 (stereo unspecified)	28
c1ccc(OCc2nn3cc(-c4ccc5c(c4)OCO5)c4c3n2CCCC4)cc1	i
Cc1nc2cc(-c3ccccc3)nn2c(C)c1CC(=O)NCCc1ccc(Cl)cc1	i
CC(=O)c1ccc(C(=O)N2CCc3sccc3C2)s1	i
Cn1ccc2ccn(CC(=O)NCCC3=CCCCC3)c(=O)c21	i
Cc1nc(C(=O)N2CCCC2c2nc3ccccc3[nH]2)nn1-c1ccc(F)cc1 (stereo unspecified)	i
Cc1oc(-c2ccccc2)nc1C(=O)N1CCN(S(=O)(=O)c2ccc(Br)s2)CC1	24
CCS(=O)(=O)N1CCCC(C(=O)NC(C)c2ccccc2)C1 (stereo unspecified)	i
CC(NC(=O)Cn1nc(-c2ccccc2)c2ccccc2c1=O)c1ccccc1 (stereo unspecified)	3
CC1CCCN(C(=O)Cn2nc3c(-c4nc(-c5ccc(Cl)cc5)no4)cccn3c2=O)C1 (stereo unspecified)	i
O=C(c1cnccn1)N1CCN(C(=O)C2CCCC2)CC1	9
CCCc1nc(CN2C(=O)NC(C)(c3ccc4c(c3)OCCO4)C2=O)no1 (stereo unspecified)	i
Cc1nccc2[nH]c(=O)c(C(=O)NCCCN(C)C3CCCCC3)cc12	i
COc1ccc(C2CCCN2Cc2cc(-c3cccs3)on2)c(OC)c1 (stereo unspecified)	i
O=S(=O)(c1cccs1)N1CCc2nc[nH]c2C1	i
Cc1nc2sc(C(C)C)nn2c1S(=O)(=O)NCc1ccc2c(c1)OCO2	i
O=S(=O)(c1ccc2nc(N3CCN(c4ccc(F)cc4)CC3)ccc2c1)N1CCCC1	i
CCCNC(=O)c1cncc(-c2cccc(NC(=O)CC)c2)c1	i
O=C(Nc1ccc(N2CCN(Cc3ccccc3)C2=O)nc1)c1cccc(F)c1	i
Cc1ccc2oc(N3CCCN(C(=O)CCN4C(=O)c5ccccc5C4=O)CC3)nc2n1	i
COC(=O)c1ccc(Cn2c(-c3nnc(C(C)C)o3)cc3ccccc32)cc1	4
COC(=O)C1CCCCN1Cc1cc(-c2ccco2)on1 (stereo unspecified)	i
CCOC(=O)CCNC(=O)N1CCc2c(nc(-c3ccccc3)[nH]c2=O)C1	i
CCc1nc(N2CCCC2=O)sc1C(=O)Nc1ccc(C)c(C)c1	i
CSCCC(NS(=O)(=O)c1ccc(C)cc1)C(=O)Nc1nc(C)c(-c2ccccn2)s1 (stereo unspecified)	i
COc1cccc(N2CCN(C(=O)CC3c4ncccc4C(=O)N3c3ccccc3)CC2)c1 (stereo unspecified)	i
CCN(CC)CCNC(=O)NC1(C(F)(F)F)Oc2ccccc2O1	2
Cn1cccc1C1CCCCCN1C(=O)CCSCc1nc2sc3c(c2c(=O)[nH]1)CCC3 (stereo unspecified)	39
O=C(Nc1cc(F)c(F)c(F)c1)N1CCC(n2cnnc2C2CC2)C1 (stereo unspecified)	i
CCN(c1ccc(OC)cc1)S(=O)(=O)c1csc(C(=O)N(C)C)c1	3
O=[N+]([O-])c1ccc(S(=O)(=O)N2CCCCCC2c2cccs2)cc1 (stereo unspecified)	40
O=C(Cn1c(-c2ncccn2)noc1=O)N1CCCCC1	2
COc1ccc(-n2ccc(=O)c(-c3nc(-c4ccc(OC)c(OC)c4)no3)n2)cc1	i
O=C(C(c1ccccc1)c1ccccc1)N1CCCC(c2nnc3n2CCCCC3)C1 (stereo unspecified)	8
COc1ccc(S(=O)(=O)n2cc(C)nc2-c2ccccc2)cc1C	i
CN1CCN(C(=O)c2ccc3c(c2)OCO3)C(c2ccccc2)C1 (stereo unspecified)	2
O=S1(=O)N=C(N2CCN(c3ccc(F)cc3)CC2)c2ccccc21	i
COCCNc1c(-c2ccc(O)cc2)nc2sc3cc(C)ccc3n12	i
CC1CN(Cc2ncc(-c3ccc(F)cc3)o2)CC(C)O1 (stereo unspecified)	1
NC(=O)c1nonc1N	i
O=C1C2CCCCN2C(=O)N1CC(O)COCc1ccccc1 (stereo unspecified)	i
CCOC1CC(NC(=O)c2ccc[nH]c2=O)C12CCC2 (stereo unspecified)	i
O=C(Cn1nnn(-c2cccs2)c1=O)N1CCN(C2CC2)CC1	i
CCOc1ccc(C2CCCN2C(=O)c2nn(CC)c(=O)c3ccccc23)cc1 (stereo unspecified)	i
Cc1noc(C)c1S(=O)(=O)N1CCC(C(=O)NCC(c2ccccc2)N(C)C)CC1 (stereo unspecified)	i
O=C(Nc1cccc(C(F)(F)F)c1)c1cnn2c(C(F)(F)F)cc(-c3ccco3)nc12	9
Cc1ccc(CNC(=O)Cn2c(C)cc(C)c(-c3nc(-c4ccccc4)no3)c2=O)cc1	i
CCN1CCCC1C1CCCN1C(=O)c1cn2ccc(C)cc2n1 (stereo unspecified)	i

Compounds from the list above that contain an NH in an aromatic ring:
SMILES	anti-Giardia
Cc1nc(C(=O)N2CCCC2c2nc3ccccc3[nH]2)nn1-c1ccc(F)cc1 (stereo unspecified)	i
Cc1nccc2[nH]c(=O)c(C(=O)NCCCN(C)C3CCCCC3)cc12	i
O=S(=O)(c1cccs1)N1CCc2nc[nH]c2C1	i
CCOC(=O)CCNC(=O)N1CCc2c(nc(-c3ccccc3)[nH]c2=O)C1	i
Cn1cccc1C1CCCCCN1C(=O)CCSCc1nc2sc3c(c2c(=O)[nH]1)CCC3 (stereo unspecified)	39
CCOC1CC(NC(=O)c2ccc[nH]c2=O)C12CCC2 (stereo unspecified)	i

4 entries already listed, sorted by heavy-atom count, lowest first.
SMILES	anti-Giardia
CCc1nc(N2CCCC2=O)sc1C(=O)Nc1ccc(C)c(C)c1	i
CCOC(=O)CCNC(=O)N1CCc2c(nc(-c3ccccc3)[nH]c2=O)C1	i
Cc1nc(C(=O)N2CCCC2c2nc3ccccc3[nH]2)nn1-c1ccc(F)cc1 (stereo unspecified)	i
CCn1c(=O)c2ccnn2c2ccc(C(=O)NCCc3nc4ccccc4n3C)cc21	i

(more compounds)
SMILES	anti-Giardia
CCc1ccccc1Nc1nc(N)nc(CN2CCCN(S(=O)(=O)c3ccc(C)cc3)CC2)n1	10
CCOC(=O)CC(NC(=O)Nc1cc(F)c2[nH]c(=O)ccc2c1)c1ccccc1 (stereo unspecified)	5
CS(=O)(=O)N1CCN(c2cc(=O)n3ccccc3n2)CC1	i
Cn1cc2c(n1)c(=O)n(Cc1ccccc1)c(=O)n2CC(=O)Nc1ccc2c(c1)OCCO2	i
CCOC(=O)c1cnn(-c2cc(C)nc3c(C)c(-c4ccccc4)nn23)c1N	i
O=C(Cc1csc(Cc2ccccn2)n1)Nc1ccc2nc(N3CCOCC3)sc2c1	3
CCOc1ccc(NC(=O)Cc2c(C(=O)O)c(C)cn2CC)cc1	i
Cc1cc(C)cc(C(=O)NCc2ccc3c(c2)nnn3C)c1	i
COc1ccc(-c2nc(-c3ccc(-c4csc(C5CC5)n4)cc3)no2)cc1	i
CCOC(=O)c1c(NC(=O)CN2C(=O)COc3ccc(Cl)cc32)sc2c1CCCC2	26
COc1cc(OC)cc(-c2noc(-c3cn(C)c4ccccc4c3=O)n2)c1	i
Cc1noc(C)c1CCNC(=O)C1CCN(c2nc3cccnc3n(C)c2=O)CC1	15
OC(COCc1ccc(Cl)cc1)Cn1nnc(-c2cccnc2)n1 (stereo unspecified)	i
Cc1ccccc1NC(=O)c1ccc2c(c1)CCN2S(C)(=O)=O	31
COc1ccc(-c2ccnc3c(C(=O)NCc4ccc5c(c4)OCO5)cnn23)cc1OC	17
CCOc1ccc(S(=O)(=O)N2CCc3c(c(C(=O)N4CCCC4)nn3C)C2)cc1	i
O=C(c1ccc(OC2CCN(C(=O)C3CCC3)CC2)nc1)N1CCOCC1	i
CCOc1ccc(-c2nc3sc4cc(C)ccc4n3c2NCCOC)cc1	i
Cn1c(CCNC(=O)c2[nH]nc3c2COc2ccccc2-3)nc2ccccc21	i
Cc1noc(C)c1S(=O)(=O)N1CCCC1C(=O)NCCCCOc1ccc(F)cc1 (stereo unspecified)	i
Nc1n[nH]nc1C(=O)Nc1ccc(F)cc1	i
O=c1c(Cl)c(-n2ccnc2)cnn1-c1ccc(C(F)(F)F)cn1	i
CC(=O)C1=C(C)NC(=O)NC1c1ccc(Cl)cc1 (stereo unspecified)	3
Cc1csc(-n2[nH]c(C)c(CC(=O)N3CCN(c4ccccc4)CC3)c2=O)n1	34
O=C(c1ccc2nc[nH]c2c1)N1CCN(Cc2cccc(Cl)c2)CC1	i

Not all compounds are listed, so the mix of outcomes need not match the whole.
